Compound activity: PubChem, several laboratories
Hsp70 act: Hsp70 transcriptional activators, primary screen, cell-based, HeLa, Hsp70 promoter luciferase, luminescence, 10 µM; hit rate 0.04% among 200,000; activation, % at 10 µM; AID 1203, 2008; HeLa Hsp70 promoter luciferase reporter; scaled: vehicle 0, proteasome-inhibitor control 100%;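 active = activation above the mean across all tested compounds plus 3 SD, cutoff set per campaign, cut at about 5.5% in these data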;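 note: 100% = MG132 at 30 µM as the positive control and 0% = DMSO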
G6PDH counter: L. mesenteroides G6PDH inhibitors, counter-screen for G6PDH-coupled screening assays, biochemical, Leuconostoc mesenteroides enzyme. hit rate 0.12% among 200,000. inhibition, % at 5 µM. Purified L. mesenteroides G6PDH, diaphorase/resazurin coupled fluorescence, 45 min; in the data active = inhibition above about 50%
FLuc inhib CS: firefly luciferase enzyme inhibitors, primary screen, artefact control for luciferase-based inhibitor screens, biochemical, luminescence, ATPLite; Luciferin 4-monooxygenase (Photinus pyralis), P08659; 10 min; inhibition, % at 10 µM; hit rate 1.5% among 200,000; AID 1006, 2008;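 active = inhibition above about 50% when tested at 10 µM, limit read from the data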
Target sequence (P08659 whole entry, looked up): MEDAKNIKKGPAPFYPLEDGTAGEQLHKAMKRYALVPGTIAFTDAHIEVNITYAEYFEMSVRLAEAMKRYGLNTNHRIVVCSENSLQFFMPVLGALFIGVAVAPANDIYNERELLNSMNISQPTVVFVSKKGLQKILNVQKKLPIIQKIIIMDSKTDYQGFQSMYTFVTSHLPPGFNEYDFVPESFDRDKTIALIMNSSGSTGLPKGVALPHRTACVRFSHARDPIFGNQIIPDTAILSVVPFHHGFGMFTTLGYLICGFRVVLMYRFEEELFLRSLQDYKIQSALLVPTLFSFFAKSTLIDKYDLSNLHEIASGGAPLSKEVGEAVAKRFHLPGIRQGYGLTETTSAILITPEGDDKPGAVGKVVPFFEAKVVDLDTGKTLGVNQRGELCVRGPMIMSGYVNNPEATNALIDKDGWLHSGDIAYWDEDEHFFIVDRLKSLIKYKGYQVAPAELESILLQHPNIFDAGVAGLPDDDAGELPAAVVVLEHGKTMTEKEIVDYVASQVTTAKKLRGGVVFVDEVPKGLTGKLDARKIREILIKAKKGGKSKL
NF-kB expr up: activators of NF-kB expression in neurons, primary screen, cell-based, HTS; human neuronal cells, NF-kB reporter expression; stronger effect = higher value; fold change at 12.5 µM; hit rate 1.6% among 190,000; in the data active = fold change above about 3.3
FLuc stim CS: FLuc activators, initial screening, artefact control for FLuc-dependent activation tests, biochemical, ATPlite luminescence; Luciferin 4-monooxygenase (Photinus pyralis), P08659; ATPlite luciferase biochemical, 10 min; 0 = ATP-free wells, 1 = DMSO control; activation factor at 10 µM; 200,000 tested, under 10 active; AID 1027, 2008;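 active = luciferase activation factor, scaled between plate controls, of at least 2 with compound at 10 µM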
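Material: luciferase plus luciferin reagent, cell-free. Medium: PBS buffer for ATP. Also added: ATP substrate, dispensed from a 10.24 µM working solution in PBS. Doses: test compounds dosed from 2 mM stocks in 100% DMSO. Incubation: 10 min post-reagent at room temperature. Technique: light output (luminescence). Read-out basis: luminescence gain marking luciferase activators.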
APP 5UTR inh: inhibitors of APP translation via 5'UTR reporter, primary screen, APP 5'UTR luciferase, SH-SY5Y cells; hit rate 0.82% among 190,000; inhibition, % at 2 µM; AID 1285, 2008; SH-SY5Y APP 5'UTR-luciferase reporter, luminescence;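 active = inhibition above a set limit, derived from the sample mean plus 3 SD, cut at about 45% in these data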; note: values of inactives mirror those of a sister screen read the other way
Redox H2O2 prof: compounds producing H2O2 with reducing agent – biochemical, NIH compound library profiling, artefact control for MLSCN library redox annotation, primary screen | DTT-dependent redox cycling H2O2, phenol red/HRP absorbance; 100% = 100 µM peroxide control, 0% = buffer | activation, % at 10 µM | hit rate 0.03% among 200,000 | AID 878, 2007;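 active = activation of at least 50% relative to the plate's high and low controls in the primary single-dose screen; inactive = activation below 50%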;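 note: compound incubated with DTT at 0.8 mM final as the reducing agent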
HMGR II inh: inhibitors of E. faecalis class II HMGR, primary screen, biochemical, Enterococcus faecalis | hit rate 0.41% among 190,000 | purified E. faecalis HMGR, NADPH absorbance 340 nm kinetic | inhibition, % at 10 µM | AID 1066, 2008 | HMG-CoA reductase (Enterococcus faecalis, mvaE);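 active = inhibition above a set limit, the median over all tested compounds plus 3 SD, cut at about 9.5% in these data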;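 note: enzyme runs in reverse so mevalonate oxidation gives rising NADPH absorbance; 0% = complete reaction with DMSO and 100% = background rate lacking mevalonate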
APP 5'UTR act: activators of APP 5'UTR luciferase reporter, primary screen, SH-SY5Y cells | AID 1276, 2008 | activation, % at 2 µM | SH-SY5Y APP 5'UTR luciferase reporter, luminescence; zero percent = DMSO vehicle wells | hit rate 1% among 190,000;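 active = activation above a set limit, based on mean plus 3 SD of controls, cut at about 140% in these data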; note: values of inactives mirror those of a sister screen read the other way
STAT1 activator: STAT1 signaling activators, primary screen, cell-based, HTS, luciferase reporter; hit rate 2.6% among 200,000; NIH 3T3 STAT1-luciferase reporter, IFN-gamma, luminescence; 100% = IFN-gamma alone, no compound; activation (% of control), % at 5.5 µM;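 active = activation above the screen-wide mean activation plus 3 SD, cut at about 130% in these data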;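 note: raw ratio to IFN-gamma control signal so 100% means no change and 0% no light; values of inactives mirror those of a sister screen read the other way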
The depositor's hits bear a star.

SMILES	Hsp70 act	G6PDH counter	FLuc inhib CS	NF-kB expr up	FLuc stim CS	APP 5UTR inh	Redox H2O2 prof	HMGR II inh	APP 5'UTR act	STAT1 activator
O=C(CNc1ccc(F)cc1)N/N=C/C1CC=CCC1 (stereo unspecified)	-0.3	14	2	1.2	1	-28	-0.1	-4	29	98
Cc1ccc(S(=O)(=O)NN2C(=O)c3ccccc3NC2c2ccccn2)cc1 (stereo unspecified)	-0.2	-3	-1	1.1	1	17	-0.2	2	-17	95
Cc1ccc(-c2cc3c(n2-c2ccc(C(=O)O)cc2)CCCC3=O)cc1	-0.1	12	-3	1.3	1	-9	0.1	-2	9	109
Cc1c(N2C(=O)c3ccc4c5c(ccc(c35)C2=O)CC4)c(=O)n(-c2ccccc2)n1C	-0.2	2	-2	1.1	1	-7	-1.6	0	7	99
COc1ccc(C)c(NC(=O)C2CC(=O)NC3=C2C(=O)CCC3)c1 (stereo unspecified)	-0.1	5	-5	1.4	1.1	-17	-0.5	1	17	107
O=C(OCCN1CCCCC1)c1ccccc1Cl	-0.3	6	-3	0.79	1	7	2.0	-4	-7	112
CCc1ccccc1N(CC(=O)Nc1cccc(N(C)S(C)(=O)=O)c1)S(C)(=O)=O	-0.2	7	-4	1	1	1	-0.4	-1	-1	96
COc1ccc(C(=O)CSc2n[nH]c(=O)[nH]c2=O)cc1	-0.4	-1	5	1	0.9	4	-0.9	-7	-4	99
O=C(Nc1ccccc1C(=O)N1CCCCC1)NC1CCCCC1	-0.1	14	-1	1	1	-11	-2.6	-7	11	90
Fc1ccc(NC(=S)NC2CC3CCCC(C2)N3Cc2cccs2)cc1 (stereo unspecified)	0.1	17	-4	1.3	1	3	-0.2	-3	-3	94
CC(=O)c1cccc(NC(=O)NNC(=O)CCC(=O)Nc2ccc(C)c(C)c2)c1	-0.1	3	-4	0.94	1	7	-0.3	-3	-7	104
Cc1oc2c(c(=O)c1C)C(=O)CC(c1ccccc1)C2 (stereo unspecified)	0.4	2	1	1.3	1	6	-2.4	4	-6	108
O=C(CCS(=O)(=O)c1ccc(Br)cc1)Nc1ccccn1	-0.3	2	-7	1.1	1.1	-14	-0.3	-5	14	103
O=C(NCC(c1ccco1)N1CCCC1)c1ccccc1F (stereo unspecified)	-0.1	6	-2	0.97	1	9	0.2	-5	-9	102
COc1ccc(Cl)cc1-c1nc(N)nc(N(C)C)n1	0.4	-1	-9	1	1.1	6	-0.6	0	-6	91
O=C(CSc1ccccc1[N+](=O)[O-])NC1CCS(=O)(=O)C1 (stereo unspecified)	0.3	6	-2	1.1	1	6	-0.5	-1	-6	102
COC(=O)Cc1nnc(NC(=O)C(C)C)s1	-0.1	2	-1	0.88	1	-3	0.6	1	3	90
COc1ccc(C(=O)NC2CCN(C(=S)Nc3cccc(C)c3C)CC2)cc1	-0.1	7	-2	1.1	1	3	-5.7	2	-3	98
CC1CCCN(c2nc3ccccc3nc2C(C#N)C(=O)OC2CCCCC2)C1 (stereo unspecified)	0.5	7	-2	1.3	1	9	1.1	-8	-9	102
COc1ccc(NC(=O)/C(=C/c2cccnc2)NC(=O)c2cccs2)cc1	0.0	8	0	1.1	1	-1	-0.7	-2	1	100
COc1ccc(/C=C/C(=O)OCC(=O)c2c(C)[nH]c3ccccc23)cc1OC	-0.2	-1	-3	0.38	1	-2	-0.3	-4	2	100
CC1CC(C)CN(S(=O)(=O)c2ccc(Oc3ccc([N+](=O)[O-])cc3)cc2)C1 (stereo unspecified)	-0.3	12	-2	0.98	1	-18	-0.4	-6	18	102
CC(=O)Nc1nc(C2CC2)cc(-c2ccccc2)c1C#N	-0.4	5	-6	0.87	1.1	19	0.4	-5	-19	90
CCn1ccc(C(=O)Nc2ccccc2Cl)n1	0.2	6	21	4.1*	0.8	-162	-1.5	-6	162*	138*
COC(=O)c1cc(C(=O)OC)cc(N2C(=O)CC(N3CCN(c4ccccc4)CC3)C2=O)c1 (stereo unspecified)	-0.3	7	-4	1.1	1	16	0.2	-3	-16	102
Carrying on:
SMILES	Hsp70 act	G6PDH counter	FLuc inhib CS	NF-kB expr up	FLuc stim CS	APP 5UTR inh	Redox H2O2 prof	HMGR II inh	APP 5'UTR act	STAT1 activator
CCCCCOC(=O)NCCOC(=O)Nc1ccc(C(=O)OCC)cc1	-0.3	4	-4	0.92	1	0	-0.1	-5	0	104
O=S(=O)(NCC1CCCO1)c1cnc(Cl)c(Cl)c1 (stereo unspecified)	-0.3	3	2	1.1	1	-2	-0.5	-4	2	92
O=C(CSc1ccc(-c2nc3ccccc3[nH]2)cn1)N1CCN(C(=O)c2ccco2)CC1	-0.2	15	24	0.48	0.8	2	-0.7	2	-1	106
O=c1[nH]c2ccccc2cc1-c1nnn(-c2ccc(F)cc2)n1	0.0	10	65*	1.9	0.4	-91	0.9	-3	91	125
Cc1ccc(CN(CC2CCCO2)C(=O)CN2C(=O)C(C(C)C)Oc3ccccc32)o1 (stereo unspecified)	-0.3	2	-1	0.66	1	-10	-0.5	0	10	98
O=C(N/N=C/C=C/c1ccco1)/C(=C/c1ccccc1)NC(=O)c1ccccc1	0.0	-19	-4	1.4	1	-19	-0.4	-6	19	94
COCCN1C(=O)N[C@@H](c2ccc(Br)cc2)C(C(C)=O)=C1C	-0.1	12	-8	1.2	1.1	0	3.3	-6	0	94
Cc1nnc(NC(=O)CSc2nc(CC(C)C)nc3c2c(=O)n(C)c(=O)n3C)s1	0.0	6	-2	0.93	1	9	-1.0	-2	-9	98
Cc1c(Cc2ccccc2)sc(NC(=O)C(C)(C)C)c1C(N)=O	0.2	6	-8	1	1.1	15	-0.4	-3	-15	103
CC(C)c1ccc(OCC(=O)NC(=S)Nc2ccc3c4c(cccc24)CC3)cc1	0.2	-1	-7	1.2	1.1	0	1.2	0	1	100
Cn1c(=O)c2cc(NC(=O)c3ccccc3Cl)c(=O)oc2n(C)c1=O	-0.2	4	5	0.94	1	1	-2.0	-1	-1	102
O=C(Oc1ccc(-c2cnc3ccccc3n2)cc1)c1cc([N+](=O)[O-])ccc1Cl	-0.1	7	-1	1.7	1	-71	0.0	-2	71	103
O=[N+]([O-])c1ccc(SCc2ccco2)cc1N1CCOCC1	0.1	2	-2	1.7	1	8	-1.9	-1	-8	112
O=C(N/N=C/C=C\c1ccccc1[N+](=O)[O-])c1cc(-c2ccc3ccccc3c2)n[nH]1	-0.1	-84	-2	0.91	1	-1	0.6	-5	1	113
Cc1cc2c3c(ccc(C)c3n1)N=CN2c1ccccc1	-0.3	-4	-6	1.3	1.1	-12	2.3	1	12	102
Cc1cc(C(=O)Nc2ncn[nH]2)ccc1[N+](=O)[O-]	-0.5	-4	2	1.1	1	-5	0.2	-3	5	102
O=C(CN(Cc1ccccc1F)C(=O)Cn1nnc(-c2cccs2)n1)NC1CCCCC1	-0.4	-30	-10	1.2	1.1	6	0.2	-6	-7	96
COc1ccc(C(=O)c2c[nH]c(C(=O)NCCCN3CCOCC3)c2)cc1	-0.5	-4	-2	0.94	1	0	-0.1	-13	0	106
COCCN(CCOC)S(=O)(=O)c1ccc(C(=O)Nc2nc3c(s2)CCc2ccccc2-3)cc1	-0.2	2	-3	0.97	1	14	-0.4	-8	-14	100
O=C(Nc1cccc2c1CCCC2)C1CCN(C(=O)NC2CCCCC2)CC1	-0.1	0	-8	1.1	1.1	1	0.1	-7	-1	96
Cc1nc(CSc2ccc(Cl)cc2)cc(N2CCOCC2)n1	-0.3	-6	-1	1.3	1	-14	2.2	0	14	109
CCC(C)Nc1nc(Cl)nc(N(C#N)CN2C(=O)c3ccccc3S2(=O)=O)n1 (stereo unspecified)	-0.3	0	-3	1.1	1	14	-0.1	0	-14	88
O=C(CSc1nc2ccccc2s1)Nc1ccc(Cl)c(C(=O)O)c1	-0.2	-5	5	1.1	1	3	-0.3	-1	-3	104
COc1ccc(COn2c(=O)c(C)[n+]([O-])c3ccccc32)cc1OC	-0.2	-1	-7	0.74	1.1	11	2.0	-4	-11	97
COc1ccc(N2CC(C(=O)Nc3ccc(F)cc3F)CC2=O)cc1 (stereo unspecified)	-0.1	-11	-8	1.2	1.1	-22	0.4	-4	22	103

Brought forward from above: 3 entries; new compounds follow.
SMILES	Hsp70 act	G6PDH counter	FLuc inhib CS	NF-kB expr up	FLuc stim CS	APP 5UTR inh	Redox H2O2 prof	HMGR II inh	APP 5'UTR act	STAT1 activator
O=C(CSc1nc2ccccc2s1)Nc1ccc(Cl)c(C(=O)O)c1	-0.2	-5	5	1.1	1	3	-0.3	-1	-3	104
COc1ccc(COn2c(=O)c(C)[n+]([O-])c3ccccc32)cc1OC	-0.2	-1	-7	0.74	1.1	11	2.0	-4	-11	97
COc1ccc(N2CC(C(=O)Nc3ccc(F)cc3F)CC2=O)cc1 (stereo unspecified)	-0.1	-11	-8	1.2	1.1	-22	0.4	-4	22	103
COc1ccccc1NC1SC(=O)N(c2ccccc2)C1=O (stereo unspecified)	0.0	5	-4	1.2	1	-43	7.3	-2	43	98
O=[N+]([O-])c1c(NCCO)cc(Sc2nc3ccccc3s2)c2nonc12	0.2	28	-3	0.74	1	8	-8.3	-4	-8	111
COC(=O)CSc1nc(N)c(C#N)c(CC(C)C)c1C#N	-0.2	-3	-2	1	1	22	0.4	2	-22	99
O=C(Cc1csc(N2CCOCC2)n1)N/N=C/c1ccc(Cl)cc1Cl	-0.4	1	-4	0.69	1	-18	0.0	-1	18	97
Cc1cc(Br)ccc1OCC(=O)NNC(=O)c1ccc(NC(=O)C2CC2)cc1	-0.4	8	-11	1.3	1.1	45*	0.3	2	-45	101
COC(=O)Nc1ccc(C)c(NC(=O)OC)c1	0.3	10	-6	1.1	1.1	2	-0.4	0	-2	101
CC1=C(C#N)C(c2ccc(O)cc2)C2=C(CCCC2=O)N1 (stereo unspecified)	-0.2	13	-5	1.1	1	-3	-0.8	-5	3	99
Clc1ccc(OCCOCCOc2cccc3cccnc23)c(Br)c1	-0.3	8	-4	0.94	1	18	0.4	1	-18	94
COc1ccc(N2CCN(S(=O)(=O)c3ccc4c(c3)OCCO4)CC2)cc1	-0.2	9	-4	1	1	-9	-0.5	-4	9	98
COC(=O)C1C(=O)C2=C(CC1C)NC(C)=C(C(=O)OCc1ccc(OC)cc1)C2c1ccc(C)o1 (stereo unspecified)	-0.1	-14	-3	0.64	1	13	1.7	-1	-13	98
CC(=O)NNc1nc(-c2ccc(NC(C)=O)cc2)cs1	-0.5	13	-3	0.9	1	-14	0.5	-3	14	90
CCOC(=O)C1CCN(c2cc(=O)n(Cc3ccc(F)cc3)c(=O)[nH]2)CC1	-0.3	-24	-9	0.77	1.1	-1	-2.1	1	1	94
Cc1ccc(S(=O)(=O)c2c(C)nn(-c3ccccc3)c2OC(=O)c2ccc(Br)o2)cc1	-0.5	7	-7	1.3	1.1	-2	0.1	3	2	91
